# C2C12 statin = suppressors of simvastatin-induced myotoxicity in C2C12 myotubes; ATP luminescence, 48 h; scaled: DMSO 0, geranylgeraniol control 100; rescue of ATP level, % at 7.49 µM; hit rate 0.78% among 330,000; AID 602340;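 active means mean ATP rescue above about 67%, or every replicate alone reaching that limit, limit read from the data, passing the limit was not always enough; inconclusive means no clear call, values can overlap the other calls; inactive means mean under the limit and some replicate under it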;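 further: myotubes were challenged with 10 µM simvastatin during compound exposure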
# FN deposition inh = fibronectin deposition inhibition. AH1F fibroblasts, Alexa488-fibronectin deposition fluorescence, overnight. inhibition, % at 12.6 µM. hit rate 0.086% among 350,000;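 active means mean inhibition across replicates of 30% or more, regardless of how many single replicates reach that level; inconclusive means mean under 30% yet at least half of replicates reach 30%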;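 further: positive control wells lacked labelled fibronectin entirely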
#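 Material: AH1F fibroblast monolayer depositing Alexa488-labelled fibronectin into matrix | Input: 10000 AH1F cells/well | Medium: DMEM plus 2% serum, read in PBS | Reagent: Alexa488-fibronectin, 24 nM final in well | Compound dosing: One dose per compound, pinned | Schedule: 1 h adhesion, overnight exposure | Measured by: Fluorescence at 485 nm excitation, 525 nm emission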
# SIRT5 block = blocks human SIRT5 desuccinylation of peptide. Purified SirT5, succinyl-peptide AMC, trypsin-coupled fluorescence. inhibition, % at 15 µM. hit rate 1.1% among 330,000; in the data active means inhibition above about 15%; inconclusive means no clear call, values can overlap the other calls
# Target sequence (Q9NXA8 whole entry, looked up): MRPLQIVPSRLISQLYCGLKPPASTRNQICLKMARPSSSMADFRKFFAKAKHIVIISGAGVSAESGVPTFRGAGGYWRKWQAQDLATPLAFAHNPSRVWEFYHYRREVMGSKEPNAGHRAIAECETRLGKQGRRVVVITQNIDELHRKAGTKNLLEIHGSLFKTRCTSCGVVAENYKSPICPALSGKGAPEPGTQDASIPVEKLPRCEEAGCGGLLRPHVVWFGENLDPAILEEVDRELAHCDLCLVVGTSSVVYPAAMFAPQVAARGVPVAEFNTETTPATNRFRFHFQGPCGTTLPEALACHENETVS
# S100A4 MyoIIA = S100A4-myosin IIA interaction inhibition; P26447; inhibition, % at 10.7 µM; hit rate 0.14% among 360,000; S100A4/TAMRA-MyoIIA peptide fluorescence polarization;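 active means mean inhibition of at least 70% across replicates, with every replicate also reaching that level; inconclusive means mean inhibition reaches 70% but some replicates fall short; inactive means mean inhibition below 70%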
# Target sequence (P26447 whole entry, looked up): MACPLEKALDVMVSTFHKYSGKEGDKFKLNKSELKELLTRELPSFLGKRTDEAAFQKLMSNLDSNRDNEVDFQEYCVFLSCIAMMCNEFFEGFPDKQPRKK
#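 Compound dosing: one dose per compound; test system: human S100A4 monomer with TAMRA-labelled myosin IIA peptide; probe or stimulus: TAMRA-labelled myosin IIA heavy-chain peptide probe, 5 nM; medium: HEPES buffer with Ca2+, pH 7.2; schedule: 5 min incubation before reading; benchmarks: neutral control DMSO, positive control TFP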
# esBAF inh = SWI/SNF esBAF complex inhibition; AID 602393; mouse ES cells, Bmi1-luciferase knock-in reporter, 24 h; 100% = twice the neutral-well signal; hit rate 2% among 350,000; reporter increase, % at 12.5 µM; in the data active means activation above about 40%; inconclusive means no clear call, values can overlap the other calls;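 further: 0% = median of the plate's neutral control wells and 100% = double that signal; a rise in the Bmi1 reporter signal indicates esBAF inhibition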
# Casp6 inh = caspase-6 (human) enzyme inhibition; inhibition, % at 12.5 µM; P55212; purified caspase-6, Z-VEID-R110 cleavage fluorescence; AID 686996; hit rate 0.53% among 350,000;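 active means mean inhibition across replicates at least about 35%, with every replicate also reaching that limit, limit read from the data; inconclusive means only one of the two criteria met; inactive means neither criterion met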;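 further: 0% = median of neutral control wells and 100% = no fluorescence left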
# Target sequence (P55212 24-179 limits assumed): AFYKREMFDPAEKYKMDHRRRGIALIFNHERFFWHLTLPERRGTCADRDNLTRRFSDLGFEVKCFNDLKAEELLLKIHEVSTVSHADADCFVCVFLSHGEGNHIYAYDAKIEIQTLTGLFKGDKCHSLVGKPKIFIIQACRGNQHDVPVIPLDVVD
# Target sequence (P55212 194-293 limits assumed): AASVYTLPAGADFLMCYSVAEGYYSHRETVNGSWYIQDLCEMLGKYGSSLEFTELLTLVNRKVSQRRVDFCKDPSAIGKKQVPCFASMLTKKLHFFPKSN
# LGR2 antag = blocks bursicon-induced cAMP signaling via Drosophila LGR2; HEK293 LGR2, CRE-luciferase, bursicon-stimulated, 4 h; inhibition, % at 9.99 µM; hit rate 0.35% among 380,000;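 active means drop in luminescence signal, shown as inhibition above about 50% in the replicate tests, limit read from the data, passing the limit was not always enough; inconclusive means probably only some replicates passing the limit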;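 further: agonist challenge used bursicon conditioned medium at about half maximal strength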
# Numbers without * were called inactive; ? = inconclusive; · = no result given; & = joins results of further samples.
SMILES,C2C12 statin,FN deposition inh,SIRT5 block,S100A4 MyoIIA,esBAF inh,Casp6 inh,LGR2 antag
Cc1onc(-c2c(F)cccc2Cl)c1C(=O)NCCc1ccc(S(N)(=O)=O)cc1,·,·,-2,-3,-4,3,12
COc1ccc(NC(=O)CS(=O)c2ccc(Cl)c(Cl)c2)cc1 (stereo not given),20,-1,4,-10,13,-1,-9
CC1CCc2nn(CC(=O)NCc3ccc(F)cc3)cc2C1 (stereo not given),5,5,·,-3,5,2,19
CC(C)C(NC(=O)c1ccc(C(C)(C)C)cc1)C(=O)NCC(c1ccccc1)N(C)C (stereo not given),-19,-2,-2,3,4,-3,5
Cc1sc2nc(COC(=O)c3ccc(O)cc3)[nH]c(=O)c2c1C,16,-7,1,5,-2,2,1
CN(C)C(=O)c1cccc(-c2cccc(-c3nc(C(=O)NC4CCCCC4)cc4c3[C@H](CCO)N([S@@](=O)C(C)(C)C)C4)c2)c1,-7,14,3,-34,7,-1,-17
CCCCOc1ccc(C(=O)N/C(=C/C=C/c2ccccc2)C(=O)NCCCO)cc1,·,·,0,-11,·,5,4
CC1CCCC(C)N1C(=O)CSc1nnc(COc2ccc(F)cc2)o1 (stereo not given),-5,-22,1,0,0,-6,6
CC(C)NC(=O)N(C)C[C@H]1OCCCC[C@@H](C)Oc2ccc(NC(=O)CCC(F)(F)F)cc2C(=O)N([C@H](C)CO)C[C@@H]1C,·,6,1,8,·,-3,-5
Cc1noc(C)c1NC(=O)Nc1ccc2c(c1)CC(=O)N([C@H](C)CO)C[C@@H](C)[C@H](CN(C)S(=O)(=O)c1cn(C)cn1)O2,-13,7,·,·,0,·,-15
CCN(C(=O)c1ccnc(C(C)(C)C)c1)c1ccccc1,-21,·,0,-1,-6,-4,0
Cn1nnc(NC(=O)c2ccc(Br)o2)n1,-4,-5,1,7,-5,0,-3
O=C(CCCN=C1NS(=O)(=O)c2ccccc21)OCC(=O)c1ccc(F)c(F)c1,4,-5,-7,2,-2,-2,-23
C[C@H](CCC(=O)NCC(=O)O)[C@H]1CC[C@H]2[C@@H]3[C@H](O)C[C@@H]4C[C@H](O)CC[C@]4(C)[C@H]3C[C@H](O)[C@]12C,-2&3&-6,0&-3&0,-2&-3&-5,0&3&4,-3&4&3,2&4&-6,-25&8&-10
CC1CCC2C(=O)N(c3cc(Cl)ccc3OC(=O)c3ccco3)C(=O)C2C1 (stereo not given),4,3,-4,-3,-7,2,7

# 3 compounds from above, arranged by molar mass, lowest first.
SMILES,C2C12 statin,FN deposition inh,SIRT5 block,S100A4 MyoIIA,esBAF inh,Casp6 inh,LGR2 antag
Cc1sc2nc(COC(=O)c3ccc(O)cc3)[nH]c(=O)c2c1C,16,-7,1,5,-2,2,1
COc1ccc(NC(=O)CS(=O)c2ccc(Cl)c(Cl)c2)cc1 (stereo not given),20,-1,4,-10,13,-1,-9
CN(C)C(=O)c1cccc(-c2cccc(-c3nc(C(=O)NC4CCCCC4)cc4c3[C@H](CCO)N([S@@](=O)C(C)(C)C)C4)c2)c1,-7,14,3,-34,7,-1,-17

# The listing picks up; the 2 compounds before the break are reprinted first.
SMILES,C2C12 statin,FN deposition inh,SIRT5 block,S100A4 MyoIIA,esBAF inh,Casp6 inh,LGR2 antag
C[C@H](CCC(=O)NCC(=O)O)[C@H]1CC[C@H]2[C@@H]3[C@H](O)C[C@@H]4C[C@H](O)CC[C@]4(C)[C@H]3C[C@H](O)[C@]12C,-2&3&-6,0&-3&0,-2&-3&-5,0&3&4,-3&4&3,2&4&-6,-25&8&-10
CC1CCC2C(=O)N(c3cc(Cl)ccc3OC(=O)c3ccco3)C(=O)C2C1 (stereo not given),4,3,-4,-3,-7,2,7
Cn1ccsc1=NC(=O)c1ccc(CS(C)(=O)=O)cc1,20,0,0,-4,17,-3,-2
COC(=O)c1ccccc1NC(=O)CSc1nccc(C)n1,-10,8,-3,-1,-1,1,0
CCC(C)NC(=O)c1cn(CC)c2ccc(S(=O)(=O)N3CCCCC3)cc2c1=O (stereo not given),1,-1,-3,-4,1,3,0
O=C(NN=C1CCC(c2ccccc2)CC1)c1cc2c(s1)CCCC2 (stereo not given),·,6,-4,0,·,-1,-4
C[C@@H]1CN([C@H](C)CO)C(=O)c2cc(NS(=O)(=O)c3cccs3)ccc2O[C@@H]1CN(C)CC1CC1,9,-6,-3,5,-6,-1,18
CCOc1cc(C2C(C#N)=C(N)SC(N)=C2C#N)ccc1OCCN1CCOCC1,-17,-11,·,·,-1,·,-7
Cc1nn(C)c(Cl)c1CN1CCC(CO)(CCOc2ccccc2)CC1,-3,0,2,-2,-6,-1,40
O=C(O)Cc1ccc2oc(-c3cccnc3)nc2c1,3,3,-6,1,5,3,-1
CCCN(C)C[C@@H]1Oc2ncc(C#CCC(C)C)cc2C(=O)N([C@H](C)CO)C[C@H]1C,8,-4,-3,-10,2,2,-10
O=C(C[C@H]1C[C@@H]2c3cc(NC(=O)Nc4ccccc4)ccc3O[C@@H]2[C@H](CO)O1)NCc1ccccc1,-4,-14,5,9,-3,-3,-16
CCN(CC(=O)Nc1ccccc1C(F)(F)F)C(=O)Cc1ccc2c(c1)CCC2,8,-2,0,-6,4,0,-7
CC1C(=O)N(Cc2cn(Cc3ccco3)nn2)CCS(=O)(=O)N1Cc1ccc(-c2cccnc2)cc1 (stereo not given),-8,-18,-3,-14,-1,31,1
COc1ccc(N2CCN(C(=O)c3sc4ncn(CC(=O)N5CCCCC5)c(=O)c4c3C)CC2)cc1,8,9,-3,-11,-1,-8,-6
COc1ccc(OC)c(NC(=O)CSc2ccc3nnc(-c4ccccn4)n3n2)c1,-1,3,3,7,-10,1,2
CC1CCN(CC(=O)Nc2nccs2)CC1,5,-7,1,-1,-4,1,2
Cc1ccccc1CN1CCN(C(=O)c2ccc(S(=O)(=O)NCc3ccco3)cc2)CC1,17,3,-2,1,8,-15,13
O=C(NC1CC1)C1CCN(C2CCN(Cc3ccccc3C(F)(F)F)CC2)CC1,83*,-1,2,0,-3,-2,-11
COc1cccc(C(=O)COc2cccc(NC(=O)c3ccco3)c2)c1,-2,-19,0,1,5,2,-2
CC(=O)N1[C@H](CN(C(=O)c2cccc(F)c2)C(C)C)[C@@H](c2ccccc2)[C@@H]1CO,9,-11,8,?,5,-11,6
COc1ccc2nc(NCc3ccccc3)[nH]c2c1,-63,1,·,·,33,·,·
CN(C)C(=O)c1ccc(-c2ccc([C@@H]3[C@@H](CO)N4CCCCN(CCC(F)(F)F)C[C@H]34)cc2)cc1,-1,·,0,6,5,4,4
NC(=O)C1CCN(c2nc(-c3ccccc3N)cs2)CC1,-4,0,·,·,-6,·,-13
O=C(Nc1ccc2c(c1)OCO2)N[C@H]1CC[C@@H](CC(=O)N2CCN(c3ccccc3)CC2)O[C@@H]1CO,35,17,0,8,-1,2,-11
O=C(/C=C/c1ccc(Cl)cc1)NC(=S)Nc1ccc(N2CCOCC2)c(Cl)c1,-18,-6,·,·,9,·,-11
CCN(CC1CCCO1)C(=O)CCc1nnc(CCc2ccc(OC)cc2)o1 (stereo not given),2,4,-2,6,4,-1,-16
CCOC(=O)C1CCN(C(=O)COc2ccc([N+](=O)[O-])cc2)CC1,·,3,9,4,·,1,-22
Cc1ccc(S(=O)(=O)Nc2ccc3c(c2)CC(=O)N([C@@H](C)CO)C[C@H](C)[C@H](CN(C)S(=O)(=O)c2cccs2)O3)cc1,?,·,1,7,4,-3,12
O=C(NC1CCCC1)c1ccc(Cl)s1,5,·,-13,-5,0,-3,-3
Cc1ccc2nc(-c3ccco3)c(Cc3ccccc3C(F)(F)F)n2c1,·,-13,-2,-4,·,4,26
CCOC(=O)c1[nH]c(C)c(C(=O)OCC(=O)N2CCCCC2C)c1C (stereo not given),-15,-2,·,·,6,·,·

# Full records, looked up by structure:
# Cc1ccc(S(=O)(=O)Nc2ccc3c(c2)CC(=O)N([C@@H](C)CO)C[C@H](C)[C@H](CN(C)S(=O)(=O)c2cccs2)O3)cc1 as listed: C2C12 statin: ?; FN deposition inh: ·; SIRT5 block: 1; S100A4 MyoIIA: 7; esBAF inh: 4; Casp6 inh: -3; LGR2 antag: 12
# CCCN(C)C[C@@H]1Oc2ncc(C#CCC(C)C)cc2C(=O)N([C@H](C)CO)C[C@H]1C as listed: C2C12 statin: 8; FN deposition inh: -4; SIRT5 block: -3; S100A4 MyoIIA: -10; esBAF inh: 2; Casp6 inh: 2; LGR2 antag: -10
# O=C(Nc1ccc2c(c1)OCO2)N[C@H]1CC[C@@H](CC(=O)N2CCN(c3ccccc3)CC2)O[C@@H]1CO as listed: C2C12 statin: 35; FN deposition inh: 17; SIRT5 block: 0; S100A4 MyoIIA: 8; esBAF inh: -1; Casp6 inh: 2; LGR2 antag: -11

# Other structures follow.
SMILES,C2C12 statin,FN deposition inh,SIRT5 block,S100A4 MyoIIA,esBAF inh,Casp6 inh,LGR2 antag
CCC1=Nc2cc(C(=O)NCCCN3CCOCC3)ccc2Sc2ccccc21,14,-4,-4,0,2,-5,-2
O=C(CN1C(=O)/C(=C/c2ccccc2)SC1=S)Nc1ncc(Cc2ccccc2)s1,-2,·,·,·,-2,·,9
O=C(Nc1ccc2c(c1)[C@H]1C[C@H](CC(=O)N3CCOCC3)O[C@H](CO)[C@H]1O2)C1CCC1,6,-11,·,·,0,·,-9
Cc1nn(-c2ccccc2)c2c1C1(C(=O)N3c4c(cccc41)C(C)CC3(C)C)C(C#N)=C(N)O2 (stereo not given),56,·,1,-1,-8,4,-1
C[C@H](O)C#Cc1ccc2c(c1)O[C@@H](CN(C)C(=O)C1CCC1)[C@H](C)CN([C@H](C)CO)S2(=O)=O,-2,·,5,-22,-2,1,13
COc1ccc(C(=O)Nn2c(CC(C)C)nc3cc(OC)c(OC)cc3c2=O)c(OC)c1,10,2,-6,-2,18,-2,-6
COc1ccc(S(=O)(=O)Nc2ccc3c(c2)C(=O)N([C@H](C)CO)C[C@@H](C)[C@@H](CN(C)C(=O)C2CCCCC2)OCCCC[C@@H](C)O3)cc1,·,·,5,-29,12,2,5
O=C(O)C1C2CCC(CC2)C1C(=O)O (stereo not given),-5,-10,1,3,·,-2,21
CC1(C(=O)NC(=S)N(CCC#N)c2ccccc2)CC1(Cl)Cl (stereo not given),-4,2,·,·,-6,·,·
COc1ccc(S(=O)(=O)Nc2cccc3c2O[C@@H](CN(C)C(=O)Nc2ccc(C(F)(F)F)cc2)[C@H](C)CN([C@H](C)CO)C3=O)cc1,·,·,0,-2,-1,1,2
CS(=O)(=O)c1nc(S(=O)(=O)c2ccc(Cl)cc2)c(NCCCN2CCOCC2)s1,-5,1,3,-1,-1,-1,-11
CCN(C(=O)CSc1nnc(-c2ccc(OC(F)F)cc2)n1N)C1CCS(=O)(=O)C1 (stereo not given),12,-3,0,0,·,-2,2
CCOC(=O)CCc1ccc(NC(=O)/C=C/c2ccc([N+](=O)[O-])o2)cc1,·,3,-3,8,·,0,18
O=C(N/N=C/c1coc2ccccc2c1=O)c1cccc([N+](=O)[O-])c1,-5,-16,0,-5,-2,2,-12
Cc1ccc(C2=NN(C(=O)COc3ncnc4ccccc34)C(c3ccco3)C2)cc1 (stereo not given),·,7,0,1,·,1,-4
CCCCN(C)C(=O)c1cn(-c2cccc(OC)c2)c(=O)c2ccccc12,-15,-3,-2,-12,5,3,0

# An excerpt from above with just LGR2 antag, FN deposition inh and SIRT5 block.
SMILES	LGR2 antag	FN deposition inh	SIRT5 block
CCOC(=O)CCc1ccc(NC(=O)/C=C/c2ccc([N+](=O)[O-])o2)cc1	18	3	-3
Cc1ccc(S(=O)(=O)Nc2ccc3c(c2)CC(=O)N([C@@H](C)CO)C[C@H](C)[C@H](CN(C)S(=O)(=O)c2cccs2)O3)cc1	12	·	1

# Only part of the results is shown (hit frequency here may not be typical).
